S100A4 MyoIIA: S100A4-myosin IIA interaction inhibition; P26447; S100A4/TAMRA-MyoIIA peptide fluorescence polarization; inhibition, % at 10.7 µM; hit rate 0.14% among 360,000; AID 652163;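 active means mean inhibition of at least 70% across replicates, with every replicate also reaching that level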
Target sequence (P26447 whole entry, looked up): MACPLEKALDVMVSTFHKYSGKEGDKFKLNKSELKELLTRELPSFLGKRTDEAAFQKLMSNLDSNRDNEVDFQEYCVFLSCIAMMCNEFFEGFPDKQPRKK
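assay system = human S100A4 monomer with TAMRA-labelled myosin IIA peptide | also added = labelled myosin peptide probe, 5 nM | incubation = 5 min between mix addition and reading | control set = DMSO and TFP controls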
RAD54 branch: RAD54 (human) branch migration inhibition; Q92698; RAD54 Holliday junction branch migration, FAM/BHQ fluorescence; inhibition, % at 10.4 µM; hit rate 0.14% among 360,000; AID 602329;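 active means mean normalized replicate activity at least 40 and at least half of replicates scoring 40 or more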;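 further: 0% = median of neutral control wells and 100% = median of positive control wells; inhibitors cause a drop in the FAM fluorescence signal; in these data hits start at about 50%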
RAD52 anneal inh: inhibitors of human RAD52 DNA annealing; recombinant RAD52 DNA annealing, FRET fluorescence; inhibition, % at 18.7 µM; hit rate 0.46% among 360,000; AID 651710;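 active means every replicate showing at least 50% inhibition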
Target sequence (P43351 whole entry, looked up): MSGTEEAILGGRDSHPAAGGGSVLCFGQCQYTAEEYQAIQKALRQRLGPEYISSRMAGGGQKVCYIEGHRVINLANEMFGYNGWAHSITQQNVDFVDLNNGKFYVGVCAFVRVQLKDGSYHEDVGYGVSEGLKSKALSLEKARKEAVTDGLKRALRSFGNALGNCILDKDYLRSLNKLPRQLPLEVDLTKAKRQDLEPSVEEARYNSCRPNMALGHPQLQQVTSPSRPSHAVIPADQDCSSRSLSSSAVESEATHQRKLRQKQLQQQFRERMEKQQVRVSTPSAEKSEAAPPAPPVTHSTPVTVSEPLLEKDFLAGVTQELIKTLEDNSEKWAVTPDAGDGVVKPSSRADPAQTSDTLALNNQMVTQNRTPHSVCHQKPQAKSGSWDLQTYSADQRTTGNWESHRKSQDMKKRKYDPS
E-sel inducer: induces E-selectin expression in human endothelial cells; P16581; HUVEC E-selectin immunofluorescence imaging; normalized: neutral wells 0, TNF-alpha wells 100; activation, % at 7.58 µM; hit rate 0.37% among 260,000; AID 686992;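 active means mean E-selectin-positive cell signal at least 10% of the positive control, reached in at least 60% of replicates, without over 20% cell loss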;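 further: in these data hits start at about 27%; measured in HUVEC primary endothelial cells; signal is the percent of cells scored E-selectin positive by PE staining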
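Test system: HUVEC | Signal: Immunofluorescence imaging | Read-out: Percent E-selectin-positive cells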
FN deposit inh: fibronectin deposition inhibition | hit rate 0.086% among 350,000 | inhibition, % at 12.6 µM | AH1F fibroblasts, Alexa488-fibronectin deposition fluorescence, overnight;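 active means mean inhibition across replicates of 30% or more, regardless of how many single replicates reach that level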;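 further: positive control wells lacked labelled fibronectin entirely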
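Material: AH1F fibroblast monolayer depositing Alexa488-labelled fibronectin into matrix | Input: 10000 AH1F cells/well | Medium: DMEM plus 2% serum, read in PBS | Reagent: Alexa488-fibronectin, 24 nM final in well | Compound dosing: One dose per compound, pinned | Schedule: 1 h adhesion, overnight exposure | Measured by: Fluorescence at 485 nm excitation, 525 nm emission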
esBAF inh: blocks esBAF chromatin remodeling in mouse ES cells; Bmi1-luciferase knock-in reporter, 24 h; 100% = twice the neutral-well signal; reporter increase, % at 12.5 µM; hit rate 2% among 350,000; in the data active means activation above about 40%;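 further: 0% = median of the plate's neutral control wells and 100% = double that signal; a rise in the Bmi1 reporter signal indicates esBAF inhibition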
XiGFP reactiv: activators of X-chromosome reactivation in mouse fibroblasts; XiGFP mouse fibroblasts, % GFP-positive cells imaging, 3 d; cells co-treated with 5-aza-dC sensitizer; scaled so ellipticine positive control = 100%; activation, % at 7.58 µM; hit rate 0.055% among 360,000; AID 743238;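 active means mean normalized replicate activation at least 10% and every replicate at or above 10%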;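 further: 0% = median of on-plate neutral control wells and 100% = ellipticine 6 µM median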
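Material: XiGFP fibroblasts, SV40-immortalized. Buffer or medium: DMEM plus 5-aza-dC sensitizer. Compound: single concentration per compound, delivered by pin transfer. Times: 3 days compound exposure. Controls: ellipticine 6 µM.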
EWS-Fli inh: inhibitors of EWS/Fli oncoprotein transcriptional activity; A673 NR0B1-luciferase reporter, viability-normalised; inhibition, % at 12.6 µM; hit rate 0.67% among 350,000;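 active means mean inhibition of at least 50% after viability correction, with every replicate also passing that limit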;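 further: firefly luciferase signal divided by Alamar Blue viability fluorescence both relative to DMSO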
The depositor's hits bear a star; · = not tested or not shown. Rows were taken by chance (roughly 3% active in at least one column).

A first look, twelve compounds:
SMILES	S100A4 MyoIIA	RAD54 branch	RAD52 anneal inh	E-sel inducer	FN deposit inh	esBAF inh	XiGFP reactiv	EWS-Fli inh
CO[C@@H]1CN(C)C(=O)c2ccc(NC(=O)c3nc4ccccc4s3)cc2OC[C@H](C)N(Cc2ccncc2)C[C@H]1C	-21	-3	2	2.3	5	7	-0.3	-33
O=C(C1CCCC1)N1C[C@@H]2[C@H](c3ccccc31)[C@H](CO)N2C(=O)Nc1cccc(F)c1	3	-1	-7	0.3	-6	5	0.0	5
COc1ccc(NC(=O)N(C)C[C@H]2OCc3ccccc3-c3c(n(C)c4ccccc34)C(=O)N([C@@H](C)CO)C[C@H]2C)c(OC)c1	3	-6	5	3.0	12	12	0.2	6
Cc1ccc2c(c1)C1CN(C)CCC1N2Sc1ccccc1[N+](=O)[O-] (stereo not given)	-2	·	31	4.8	-8	-4	0.1	16
Cc1ccc(-c2nn(C)c(=O)c3ccccc23)cc1CN1CCCCC1	-15	·	-9	-0.1	-11	·	0.0	-13
COCC(=O)N1CC2(C1)[C@@H](c1ccccc1)[C@@H](CO)N2C(=O)c1cccnc1	-11	·	9	0.0	·	·	-0.1	3
O=C(CSCc1ccc(C(=O)O)cc1)Nc1ccc2ccccc2c1	3	·	-3	-0.5	0	·	0.1	6
Cn1cc(S(=O)(=O)N2CCCC2)cc1C(=O)NCc1ccccc1	6	-2	-3	·	2	-3	-0.1	6
COc1cccc(-c2csc(N3CCN(C(=S)NCC(C)C)CC3)n2)c1	-4	5	-23	·	-8	1	0.0	11
CCOc1ccccc1NC(=O)CSc1nnc(CNC(=O)c2c(F)cccc2Cl)o1	1	-6	-6	·	-2	-2	0.0	·
Cc1ccc(NC(=O)Cc2cn(C)c3ccccc23)cc1F	-2	-19	-7	·	1	-1	-0.1	-15
COc1ccc(CCNC(=S)NC(=O)c2cc(OC)c(OC)c(OC)c2)cc1OC	-1	·	-1	·	12	·	-0.1	-2

This part in full (from the top)
SMILES	S100A4 MyoIIA	RAD54 branch	RAD52 anneal inh	E-sel inducer	FN deposit inh	esBAF inh	XiGFP reactiv	EWS-Fli inh
CO[C@@H]1CN(C)C(=O)c2ccc(NC(=O)c3nc4ccccc4s3)cc2OC[C@H](C)N(Cc2ccncc2)C[C@H]1C	-21	-3	2	2.3	5	7	-0.3	-33
O=C(C1CCCC1)N1C[C@@H]2[C@H](c3ccccc31)[C@H](CO)N2C(=O)Nc1cccc(F)c1	3	-1	-7	0.3	-6	5	0.0	5
COc1ccc(NC(=O)N(C)C[C@H]2OCc3ccccc3-c3c(n(C)c4ccccc34)C(=O)N([C@@H](C)CO)C[C@H]2C)c(OC)c1	3	-6	5	3.0	12	12	0.2	6
Cc1ccc2c(c1)C1CN(C)CCC1N2Sc1ccccc1[N+](=O)[O-] (stereo not given)	-2	·	31	4.8	-8	-4	0.1	16
Cc1ccc(-c2nn(C)c(=O)c3ccccc23)cc1CN1CCCCC1	-15	·	-9	-0.1	-11	·	0.0	-13
COCC(=O)N1CC2(C1)[C@@H](c1ccccc1)[C@@H](CO)N2C(=O)c1cccnc1	-11	·	9	0.0	·	·	-0.1	3
O=C(CSCc1ccc(C(=O)O)cc1)Nc1ccc2ccccc2c1	3	·	-3	-0.5	0	·	0.1	6
Cn1cc(S(=O)(=O)N2CCCC2)cc1C(=O)NCc1ccccc1	6	-2	-3	·	2	-3	-0.1	6
COc1cccc(-c2csc(N3CCN(C(=S)NCC(C)C)CC3)n2)c1	-4	5	-23	·	-8	1	0.0	11
CCOc1ccccc1NC(=O)CSc1nnc(CNC(=O)c2c(F)cccc2Cl)o1	1	-6	-6	·	-2	-2	0.0	·
Cc1ccc(NC(=O)Cc2cn(C)c3ccccc23)cc1F	-2	-19	-7	·	1	-1	-0.1	-15
COc1ccc(CCNC(=S)NC(=O)c2cc(OC)c(OC)c(OC)c2)cc1OC	-1	·	-1	·	12	·	-0.1	-2
Nc1nc(-c2ccccc2)c(N=Nc2cccnc2)s1	-3	·	3	-0.3	-16	·	0.2	-7
Cc1cccc(OCc2nnc(SCC(=O)Nc3ccc(C)c(C)c3)o2)c1	2	-8	-20	·	·	7	·	1
COc1ccccc1-c1ccc2c(c1)O[C@H](CN(C)C(C)=O)[C@@H](C)CN([C@@H](C)CO)S2(=O)=O	123*	4	17	-0.2	-2	7	0.6	-2
Cc1ccc(C(=O)NNC(=O)CSc2nnc(C(C)C)n2C)cc1	-4	1	-5	0.4	3	-6	0.0	-9
COc1cccc(C(=O)N[C@H](C(=O)N2CCC[C@H]2C(=O)NCc2ccccc2)c2ccccc2)c1	-3	·	-9	0.0	-6	·	0.1	-1
COc1ccc(C2=NN(C(=O)CCC(=O)O)C(c3ccc(Br)cc3)C2)cc1 (stereo not given)	0	-11	-16	0.5	-10	-13	0.1	-5
CC(=O)c1c(C)[nH]c(C(=O)NNC(=O)c2ccc(C)cc2)c1C	-15	-7	-7	-0.2	1	-7	0.2	-9
CC1CCCC(NC(=O)COC(=O)c2ccc([N+](=O)[O-])o2)C1C (stereo not given)	32	-2	-15	·	·	·	0.0	4
Cc1cc(C)c(S(=O)(=O)N(C)CC(=O)NCC2CCCO2)c(C)c1 (stereo not given)	-3	-5	-7	·	-2	-12	-0.1	3
CCCN1CNC(=S)N(c2cccc(C)c2)C1	-5	-6	-33	0.1	-9	-6	-0.1	11
COC(=O)Cn1c(=O)c2c(nc(Br)n2CC(=O)OC)n(C)c1=O	-1	2	-14	·	·	-3	·	13
O=C(c1ccc(-c2ccc(Cl)cc2Cl)o1)N1CCOCC1	23	·	3	14	11	56*	2.5	-86
CCOc1ccc(C(=O)N[C@H](C(=O)NC2CCCCC2)C(C)C)cc1	-1	7	0	-0.1	-3	20	-0.1	-26
COc1cccc(CNc2nc(C(F)(F)F)nc3ccccc23)c1	2	-12	-7	0.3	-3	7	0.0	10
CCOC(=O)N1CCC(NC(=O)c2cccc3c2C(=O)N(c2ccc(OC)cc2)C3)CC1	1	7	-2	·	-6	8	0.0	1
CCC(=O)N1[C@H](C(=O)N(C)C)[C@@H](CO)[C@@H]2Cn3c(ccc(-c4ccc(F)cc4)c3=O)[C@@H]21	45	3	0	-0.1	6	-2	0.1	1
CO[C@H](CN(C)C(=O)C1CCOCC1)[C@H](C)CN(C(=O)Nc1ccc(F)cc1)[C@H](C)CO	-4	1	0	-0.1	4	2	-0.1	-9
C[C@@H]1CCCCO[C@H](CN(C)C(=O)C2CCCCC2)[C@H](C)CN([C@H](C)CO)C(=O)c2cc(NS(=O)(=O)c3ccc(F)cc3)ccc2O1	13	-5	-3	0.0	-15	2	-0.2	9
CC(C)C#Cc1ccc([C@H]2[C@H](C#N)N(C(=O)CN(C)C)[C@H]2CO)cc1	-4	-6	0	0.5	-13	-7	0.1	6
C[C@@H]1CN([C@@H](C)CO)C(=O)c2cc(C#Cc3ccc(F)cc3)cnc2O[C@@H]1CN(C)Cc1ccccn1	0	-4	-5	-0.1	·	-2	0.1	-18
O[C@@H]1CN(CC2CCCCC2)[C@@H](c2ccccc2)C[C@H]1n1cc(C2CC2)nn1	1	11	-44	0.1	11	-2	-0.1	7
Cc1ccc(S(=O)(=O)Nc2ccc3c(c2)C(=O)N([C@@H](C)CO)C[C@@H](C)[C@H](CN(C)C(=O)Cc2ccccc2)OCCCC[C@H](C)O3)cc1	-12	-5	18	·	-2	8	0.1	-11
O=C(N/C(=C/c1ccc(Br)cc1)C(=O)N1CCOCC1)c1ccco1	-4	-13	-13	-0.1	-10	·	0.0	-3
COc1ccc(NC(=O)c2ccccn2)cc1S(=O)(=O)N1CCOCC1	-8	·	-9	·	·	·	0.2	-3
O=C(CS(=O)CC(=O)Nc1cnc2ccccc2c1)Nc1ccc(Cl)cc1 (stereo not given)	-5	6	-19	·	15	0	0.0	·
O=C1C2C3C=CC(C3)C2C(=O)N1Nc1ccccc1 (stereo not given)	-1	·	-10	·	2	·	0.2	-5
COc1cccc(Cn2c3ccc(NC(=O)Cc4ccccc4C)cc3c(=O)n2C)c1	0	-14	-53	0.0	11	-1	0.0	-4
O=C(NN1CC(=O)N(c2cc(Cl)cc(Cl)c2)CC1=O)c1sccc1Cl	-24	4	-5	-0.1	-2	·	0.0	-1
COc1ccc(NC(=O)CN(C)C(=O)CNC(=O)c2ccc3c(c2)OCO3)cc1	0	·	-7	-0.1	2	·	0.3	-13
CC(C)C#Cc1ccc2c(c1)O[C@@H](CN(C)C(=O)c1ccncc1)[C@H](C)CN([C@@H](C)CO)S2(=O)=O	1	-11	11	0.0	·	-17	-1.0	6
CC1CCCCC1NC(=O)NC(=O)COC(=O)C1=NN(c2ccccc2)C(=O)CC1 (stereo not given)	-10	1	-16	·	-9	4	0.5	-2
O=C(/C=C/c1ccc2c(c1)OCO2)NCCSCc1cccc(Cl)c1	·	-6	·	2.5	3	·	0.3	·
c1cncc(C(c2nnnn2C2CCCCC2)N2CCCCC2)c1 (stereo not given)	-4	3	-7	2.3	0	3	0.0	-1
O=C(CN(C(=O)c1csnn1)c1ccccc1C(F)(F)F)NC1CCCCC1	-5	7	-7	·	-2	2	0.1	·
COc1cccc(S(=O)(=O)Nc2ccc3c(c2)[C@@H]2C[C@@H](CC(=O)NCC(F)(F)F)O[C@@H](CO)[C@@H]2O3)c1	0	6	4	-0.2	-22	1	0.4	2
CN(c1ccc(OC(=O)CC2OC(=O)c3ccccc32)cc1)S(=O)(=O)c1ccccc1 (stereo not given)	-5	-10	-12	-0.2	·	4	0.3	2
CCc1ccc(NC(=O)COc2coc(CN3CCc4ccccc4C3)cc2=O)cc1	0	-5	-7	·	-2	0	0.4	6
COc1ccc(CNc2nc(-c3cccnc3)nn2C(C)=O)cc1	-9	6	-16	-0.3	1	-1	0.0	-9
CCCCC(=O)N1CCN(c2nc3ccc(Cl)cc3s2)CC1	-15	9	-8	·	-8	50*	0.0	·
NC(=O)c1cc([N+](=O)[O-])ccc1N1CCN(Cc2ccccc2)CC1	-1	-3	-8	·	-6	-5	0.0	8
CCn1nc(C)c(/C=C/C(=O)Nc2ccc(C)cc2C)c1C	-10	·	-21	·	12	·	0.0	4
Cc1cc(C(=O)Nc2c(F)cc(F)cc2Br)cs1	-1	-16	17	0.0	18	-4	-0.1	·
C/C(CC(=O)NC1CCCC1)=N\NC(=O)Cc1csc(N)n1	·	2	·	·	3	-5	0.2	·
COc1ccc(S(=O)(=O)NC(CC(=O)NCCc2ccccc2)c2ccco2)cc1 (stereo not given)	0	11	-8	·	19	-1	·	·
Fc1cc2[nH]cnc2cc1Cl	-2	·	-3	-0.1	-2	·	-0.1	4
COc1ccc(C#Cc2ccc([C@@H]3[C@@H](CO)N4CCCCN(Cc5ccncc5)C[C@H]34)cc2)cc1	7	6	35	-0.3	·	0	0.0	-6
CN(C)c1ccc(C=NCCc2ccc(S(N)(=O)=O)cc2)cc1	-8	-13	-57	·	8	0	0.7	19

3 compounds out of the list above, sorted by their value in S100A4 MyoIIA, largest number first:
| Structure | S100A4 MyoIIA | RAD52 anneal inh | esBAF inh |
| --- | --- | --- | --- |
| COc1ccc(C#Cc2ccc([C@@H]3[C@@H](CO)N4CCCCN(Cc5ccncc5)C[C@H]34)cc2)cc1 | 7 | 35 | 0 |
| CC(C)C#Cc1ccc2c(c1)O[C@@H](CN(C)C(=O)c1ccncc1)[C@H](C)CN([C@@H](C)CO)S2(=O)=O | 1 | 11 | -17 |
| CCn1nc(C)c(/C=C/C(=O)Nc2ccc(C)cc2C)c1C | -10 | -21 | · |

Bioassay records as filed in PubChem.
